RXFP1 antag: qHTS Assay for Antagonists of the Relaxin Receptor RXFP1; Relaxin receptor 1 (Homo sapiens), Q9HBX9; HEK293-RXFP1, relaxin-stimulated cAMP HTRF, 30 min; hits give low values; activity change, negative = inhibition, % at 57.5 µM; actives 0.59% (n = 350,000); AID 1259400, 2018;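 active = activity change of -60% or lower, but not beyond a set lower limit; inconclusive = change between -60% and -40%, or beyond the set limit; inactive = change above -40%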; also: % is scaled to controls: 0 for no effect and ±100 for the full control effect
APE1 inh: qHTS Assay for Inhibitors of the Human Apurinic/apyrimidinic Endonuclease 1 (APE1) | DNA repair nuclease/redox regulator APEX1 (Homo sapiens), P27695 | recombinant APE1, TAMRA/BHQ-2 abasic DNA cleavage fluorescence | Potency, µM (top dose mostly 65.8 µM), inactives show at the highest dose activity change, negative = inhibition, usual class: inhibitors | actives 0.35% (n = 350,000) | AID 2517, 2012;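 also: potency is read from the fitted curve at half-maximal effect; plate controls were vehicle for no effect and reference inhibitor for full effect; nearly all actives have a fitted effect of over 55% in size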
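Readout is kinetic fluorescence (ex 525, em 598 nm) from cleavage of 50 nM TAMRA/BHQ-2 THF abasic duplex by 0.75 nM APE1, compound added 15 min beforehand at RT.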
POLI inh: qHTS for Inhibitors of Polymerase Iota; Potency, µM (titrated, usually from 115 µM), without a hit: at the highest dose activity, negative = inhibition, hits mostly inhibitors; DNA polymerase iota (Homo sapiens), Q9UNA4; Pol iota fluorescent replication assay, 10 min; actives 1% (n = 390,000); AID 588590, 2011; also: potency is read from the fitted curve at half-maximal effect
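Fluorescent replication assay read twice, at 0 min and 10 min after adding 50 nM (final) substrate. Enzyme (10 nM) and compounds were first incubated 15 min at room temperature; enzyme-free buffer wells were negative controls.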
Anesthetic bind: qHTS Assay for Identification of Novel General Anesthetics | apoferritin/1-aminoanthracene competitive binding, fluorescence | Potency, µM (highest dose often 77.5 µM), without a hit: at the top dose activity change, negative = displacement, actives largely listed as inhibitors | actives 0.074% (n = 350,000) | AID 485281, 2010; also: potency is read from the fitted curve at half-maximal effect; % is scaled to controls: 0 for no effect and ±100 for the full control effect; nearly all actives have a fitted effect of over 20% in size
Target sequence (P02791 2-175 limits assumed): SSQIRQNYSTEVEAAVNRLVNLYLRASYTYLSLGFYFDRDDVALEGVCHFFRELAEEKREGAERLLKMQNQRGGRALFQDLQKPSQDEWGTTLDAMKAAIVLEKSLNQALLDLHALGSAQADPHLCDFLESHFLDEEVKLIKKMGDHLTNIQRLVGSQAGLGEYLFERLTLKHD
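Apoferritin-based anesthetic binding model; compound displacement of fluorescent 1-AMA measured as endpoint fluorescence after 10 minutes at room temperature, scaled to free-ligand and complex controls.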
PGK inhibitor: qHTS Assay to Find Inhibitors of Phosphoglycerate Kinase | Phosphoglycerate kinase, glycosomal (Trypanosoma brucei brucei), P07378 | PGK/GAPDH coupled, Kinase-Glo luminescence, 60 min | Potency, µM (top dose mostly 57.5 µM), inactives show at the highest dose activity change, negative = inhibition, most hits filed as inhibitors | actives 0.043% (n = 380,000) | AID 602233, 2012; also: potency is read from the fitted curve at half-maximal effect; % is scaled to controls: 0 for no effect and ±100 for the full control effect; nearly all actives have a fitted effect of over 60% in size
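Recombinant glycosomal PGK reaction used 1,3-bisphosphoglycerate generated in-well by GAPDH (100nM final) in 100mM TEA pH 7.6, 5mM MgCl2, 0.01% Tween-20. After 60 minutes at room temperature, ATP was read by Kinase-Glo Plus luminescence end-point.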
Pol kappa inh: qHTS for Inhibitors of Polymerase Kappa; DNA polymerase kappa (Homo sapiens), Q9UBT6; purified Pol kappa, fluorescent DNA synthesis assay, 10 min; Potency, µM (doses to about 107 µM), for inactives: at the highest dose activity, negative = inhibition, most hits filed as inhibitors; actives 0.53% (n = 400,000); AID 588579, 2011; also: potency is read from the fitted curve at half-maximal effect; % is scaled to controls: 0 for no effect and ±100 for the full control effect
Target sequence (Q9UBT6 whole entry, looked up): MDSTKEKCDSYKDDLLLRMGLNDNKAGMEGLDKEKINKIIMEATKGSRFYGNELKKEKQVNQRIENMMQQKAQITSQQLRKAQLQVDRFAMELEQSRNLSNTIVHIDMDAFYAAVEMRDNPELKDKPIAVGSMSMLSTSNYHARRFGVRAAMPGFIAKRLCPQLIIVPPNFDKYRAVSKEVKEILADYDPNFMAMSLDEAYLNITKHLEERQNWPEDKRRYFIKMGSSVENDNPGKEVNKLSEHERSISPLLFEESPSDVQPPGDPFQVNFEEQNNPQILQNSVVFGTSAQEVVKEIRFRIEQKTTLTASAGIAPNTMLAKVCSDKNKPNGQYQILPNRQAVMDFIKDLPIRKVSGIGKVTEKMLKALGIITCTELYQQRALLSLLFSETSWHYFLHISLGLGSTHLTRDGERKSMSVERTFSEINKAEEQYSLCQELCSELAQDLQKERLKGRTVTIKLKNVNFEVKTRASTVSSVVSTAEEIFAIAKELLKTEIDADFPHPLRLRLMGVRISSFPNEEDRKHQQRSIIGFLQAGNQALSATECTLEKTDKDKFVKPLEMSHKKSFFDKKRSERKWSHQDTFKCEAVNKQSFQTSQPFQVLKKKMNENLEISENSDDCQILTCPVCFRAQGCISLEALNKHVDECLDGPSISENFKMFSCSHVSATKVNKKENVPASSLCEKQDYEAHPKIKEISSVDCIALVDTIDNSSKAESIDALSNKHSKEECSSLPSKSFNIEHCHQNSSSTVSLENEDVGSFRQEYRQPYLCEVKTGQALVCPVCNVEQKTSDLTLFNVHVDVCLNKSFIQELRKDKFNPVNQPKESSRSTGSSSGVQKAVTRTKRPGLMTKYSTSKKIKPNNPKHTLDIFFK
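Fluorescent qHTS in 1536-well format: enzyme (10 nM) and compound sat 15 min at room temperature before 50 nM substrate (final) was added. Signal taken at 0 and 10 min; no-enzyme buffer wells were negative controls.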
POLH inh: qHTS for Inhibitors of Polymerase Eta; DNA polymerase eta (Homo sapiens), Q9Y253; recombinant Pol eta, fluorescent DNA replication assay; Potency, µM (doses to about 114 µM), for inactives: at the top dose activity change, negative = inhibition, most hits filed as inhibitors; actives 1.2% (n = 390,000); AID 588591, 2011; also: potency is read from the fitted curve at half-maximal effect; % is scaled to controls: 0 for no effect and ±100 for the full control effect
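Pol eta at 10 nM preincubated with compounds 15 min at room temperature; reaction started with fluorescent substrate (50 nM final) and read kinetically at 0 and 10 min.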
POLB inh: qHTS Assay for Inhibitors of DNA Polymerase Beta; Pol beta primer extension/strand displacement, fluorescence kinetic; Potency, µM (top dose mostly 114 µM), inactives show at the top dose activity change, negative = inhibition, actives largely listed as inhibitors; actives 1.3% (n = 340,000); AID 485314, 2010; also: potency is read from the fitted curve at half-maximal effect; % is scaled to controls: 0 for no effect and ±100 for the full control effect
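Enzyme-only controls used 10 nM Pol beta; buffer lacking enzyme served as negative control. Compound preincubated 15 min, then 50 nM substrate added; 0 and 10 min reads at room temperature.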
BLM inh: qHTS Assay for Inhibitors of Bloom's syndrome helicase (BLM); Potency, µM (series often up to 56.1 µM), inactives show top-dose activity change, negative = inhibition, actives largely listed as inhibitors; AID 2528, 2010; actives 0.2% (n = 350,000); RecQ-like DNA helicase BLM (Homo sapiens), P54132; recombinant BLM DNA unwinding, fluorescence dequenching;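 also: potency is read from the fitted curve at half-maximal effect; plate controls were vehicle for no effect and no enzyme for full effect; nearly all actives have a fitted effect of over 35% in size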
* hit, by the source's call; i = inactive; ? = inconclusive; / = no result given; & = joins results of further samples; [ ] = another dose, or the depositor's remark. Unless noted, calls follow the shape of the dose curve; as a rule, active = well fitted curve in the direction sought with a large enough effect; inconclusive = small, poorly fitted or top-dose-only effect, or another doubt; inactive = no such curve, though single readings can be large; an effect the other way counts as inactive or inconclusive.

SMILES	RXFP1 antag	APE1 inh	POLI inh	Anesthetic bind	PGK inhibitor	Pol kappa inh	POLH inh	POLB inh	BLM inh
Cc1ccccc1CN1C(=O)C(O)(c2c[nH]c3ccccc23)c2cc(Cl)ccc21 (stereo not given)	/	/	?	-14%	-5%	2%	-24%	-7%	-16%
Cc1ccc(/C=N/NC(=O)c2nnn(-c3nonc3N)c2CNc2ccccc2)cc1	-16	9%	-14%	?	-2%	4%	6%	26%	-1%
O=C(Oc1ccc(C(=S)N2CCOCC2)cc1)c1ccccc1	0	0%	24%	-19%	-1%	-18%	5%	2%	-4%
Cc1ccc(NC(=O)COC(=O)Cn2cnc3c2c(=O)n(C)c(=O)n3C)cc1	-1	57%[activator]	-22%	/	i	-2%	-2%	/	/
COc1ccc(N(C(=O)CCl)C(C(=O)NCCc2ccccc2)c2cccs2)cc1Cl (stereo not given)	/	13%	?	-9%	-3%	3%	-24%	-15%	-17%
O=C(O)C1CCCCC1C(=O)Nc1cccc(Cl)c1Cl (stereo not given)	-3	20%	10%	?	i	3%	-9%	8%	0%
CN(C)S(=O)(=O)c1ccc(C(=O)Nc2ccc(-n3nncc3-c3ccccc3)cc2)cc1	-8	/	19%	-15%	0%	-7%[60.1 µM]	-15%	12%	-6%
COc1ccc(CNC(=O)CCNS(=O)(=O)c2cccc3nsnc23)cc1	-9	-2%	65%&7%[activator]	-6%&0%	0%	2%&-6%	-10%&-15%	-1%&5%	0%&0%
Clc1ccc(-c2ccc(SCc3ccccn3)nn2)cc1	6	-7%	28%	-16%	-8%	-3%	-11%	3%	-5%
O=C(CCNC(=O)N1CC(=O)Nc2ccccc21)NCc1cccc(Cl)c1	-92*	21%	-9%	-4%	3%	-9%	1%	18%	1%
O=C(OCC1CCCO1)c1ccc2c(c1)N(Cc1ccccc1Cl)C(=O)c1ccccc1S2(=O)=O (stereo not given)	-14	/	3%	-3%	i	-6%	-15%	8%	-9%
Cc1csc(NC(=O)CSc2nnc(CCNC(=O)c3ccc(Cl)c(Cl)c3)n2C)n1	1	3%	39%[activator]	-4%	-5%	-11%	5%	-7%	3%
Cc1ccc(-n2nc(C)c3c(C)c(CCC(=O)NCc4ccco4)c(C)nc32)cc1	/	?	-8%	-3%	-19%	-16%	5%	-11%	-4%
COc1ccccc1NC(=O)Nc1ccc(C(N)=O)cc1	-2	?	-2%	-1%	/	4%	-19%	-22%	5%
CCCNC(=O)c1cc(S(=O)(=O)N2CCc3ccccc32)cn1C	-1	27%	-16%	-11%	i	12%	-8%	6%	-2%
O=C1CC(C(F)(F)C(F)(F)C(F)(F)F)=Nc2ccccc2N1	2	0%	-1%	?	-9%	-6%	-16%	-2%	-4%
COC(=O)c1ccc(CNC(=O)CCC(=O)N2CCOCC2)cc1	-12	6%	17%	/	0%	8%	-10%	/	/
O=C(Cc1ccccc1)Nc1nnc(-c2ccco2)o1	-5	-4%	9%	-3%	-6%	-6%	-8%	1%	-4%
Cc1cc(C)cc(N2C(=O)CSC23C(=O)N(CC(=O)NCCc2ccccc2)c2ccccc23)c1 (stereo not given)	/	/	24%	5%	3%	8%	-16%	26%	-1%
CC(C)c1ccc(/C=C/c2[nH]c(=O)[nH]c(=O)c2[N+](=O)[O-])cc1	-23	57%[activator]	?	-9%	-11%	-7%	?	2%	-8%
CCN1C(=O)C(C)S/C1=N\S(=O)(=O)c1ccc(F)cc1 (stereo not given)	2	?	12%	0%	2%	-18%	-7%	21%	1%
Cc1nc(C)c(C(=O)C2=C(O)C(=O)N(CCCN(C)C)C2c2ccco2)s1 (stereo not given)	/	-1%	/	-13%	/	/	/	53%	-4%
O=c1[nH]c2ccccc2cc1-c1noc(-c2cccnc2)n1	2	0%	16%	-6%	-1%	-7%	-11%	13%	-2%
C=CCSc1ncccc1C(=O)NCCc1ccc(Cl)cc1	-3	-3%	7%	-7%	-6%	-1%	-8%	21%	-6%
COc1ccc2c(c1)c1c(c(=O)n(Cc3ccccc3)c(=O)n1Cc1cc(C)ccc1C)n2C	/	/	4%	-12%	3%	8%	-5%	22%	-3%
Clc1ccc(OCCN2CCOCC2)cc1	4	23%	5%	-7%	-2%	-1%	13%	0%	-2%
N/C(=N\NS(=O)(=O)c1ccccc1C(F)(F)F)c1ccccn1	-7	-4%	19%	1%	1%	-2%	-19%	-30%	-4%
CCc1nnc(NC(=O)c2ccc(-c3cccc(C(F)(F)F)c3)o2)s1	-7	7%	2%	-7%	-6%	-4%	-11%	27%	-5%
CSCc1ccc(C(=O)NCc2ccc(C)cc2)cc1	-5	-6%	7%	-3%	-4%	4%	-19%	-15%	-1%
CCOC(=O)Cn1c(=O)n(CC2CCCO2)c2nc(-c3ccc(OC)cc3OC)nc(C(N)=O)c21 (stereo not given)	/	/	-6%	-5%	2%	-5%[60.1 µM]	-5%	?	0%
Cn1ccnc1SCC(=O)c1c(N)n(C)c(=O)n(C)c1=O	-1	11%	67%[activator]	/	-7%	9%	-8%	/	/
Cn1cnnc1SCC(=O)Nc1ccc(Br)cc1F	27	11%	1%[58.9 µM]	-6%	2%	-5%	-14%	41%	-2%
CC1(C)N([O-])C(c2ccccc2)=C[N+](=O)C1(C)C	-15	6%	9%	-10%	2%	-5%	14%	?	0%
O=C(CCc1nc2ccccc2c(=O)[nH]1)OCc1nnc(-c2ccccc2)o1	-8	-5%	3%	-12%	-3%	-15%	?	-2%	-4%
CNC(=O)c1c(NC(=O)CCS(=O)(=O)c2ccc(F)cc2)sc(C)c1C	5	18%	17%	/	-1%	-4%	3%	/	/
O=C(Nc1cccc(C(F)(F)F)c1)C1(c2ccccc2)CC1	-9	-1%	9%	-10%	i	-10%	-9%	0%	0%
COc1cc(OC)c(NC(=O)Cn2cccc2)cc1Cl	-5	1%	-14%	-17%	-2%	-15%	-6%	6%	1%
CN1CCN(C(=O)C2CCC(=O)N(Cc3cccc(C(F)(F)F)c3)C2)CC1 (stereo not given)	3	6%	?	-7%	-2%	-4%	-2%	-1%	-16%
CCc1cc2c(=O)[nH]c(-c3ccncc3)nc2s1	-2	1%	-19%	25%	-5%	-2%	-6%	1%	6%
CCN1CCN(c2nc(Nc3ccc(C)c(C)c3)nc(N)c2[N+](=O)[O-])CC1	-13	-7%	128%[activator]	-18%	i	-7%	-15%	6%	6%
CCCOc1ccc(C(=O)N(Cc2ccc(Cl)cc2)Cc2ccco2)cc1	-22	/	10%	100%[activator]	/	-11%	/	21%	-11%
O=[N+]([O-])c1ccc(C[n+]2cc(-c3ccc(Cl)c(Cl)c3)n3c2CCCCC3)cc1	3	5%	-22%	-9%	i	-10%	-5%	0%	-4%
Cc1ccc(C2(C)NC(=O)N(CC(=O)N3CCN(S(=O)(=O)c4cccs4)CC3)C2=O)cc1 (stereo not given)	-5	5%	22%	/	-1%	-4%	4%	/	/
CCOC(=O)/C(C#N)=C\c1ccc2c(c1)OCO2	16	/	8%	/	-9%	-1%	11%	/	/
COCCOC(=O)C1=C(C)NC2=C(C(=O)CC(C)(C)C2)C1c1cc2c(cc1Br)OCO2 (stereo not given)	3	1%	-3%	4%	/	-19%	-3%	21%	-1%
Cc1ccc(S(=O)(=O)NCc2nc3ccccc3[nH]2)cc1	/	2%	-11%	-5%	-5%	-10%	-6%	2%	3%
CC(=O)Cn1cnc2scc(-c3ccc(C)c(C)c3)c2c1=O	17	-5%	-22%	-12%	-3%	1%	-13%	12%	-5%
COc1cc2c(cc1OC)C1(NCC2)C(=O)Nc2ccccc21 (stereo not given)	18	2%	20%	-5%	-7%	-28%	5%	24%	-1%

At a glance, some entries already given:
SMILES	RXFP1 antag	APE1 inh	POLI inh	Anesthetic bind	PGK inhibitor	Pol kappa inh	POLH inh	POLB inh	BLM inh
COc1cc(OC)c(NC(=O)Cn2cccc2)cc1Cl	-5	1%	-14%	-17%	-2%	-15%	-6%	6%	1%
CN1CCN(C(=O)C2CCC(=O)N(Cc3cccc(C(F)(F)F)c3)C2)CC1 (stereo not given)	3	6%	?	-7%	-2%	-4%	-2%	-1%	-16%
CCc1cc2c(=O)[nH]c(-c3ccncc3)nc2s1	-2	1%	-19%	25%	-5%	-2%	-6%	1%	6%
CCN1CCN(c2nc(Nc3ccc(C)c(C)c3)nc(N)c2[N+](=O)[O-])CC1	-13	-7%	128%[activator]	-18%	i	-7%	-15%	6%	6%

Carrying on:
SMILES	RXFP1 antag	APE1 inh	POLI inh	Anesthetic bind	PGK inhibitor	Pol kappa inh	POLH inh	POLB inh	BLM inh
Nn1c(SCC(=O)Nc2ccc(F)c(F)c2)nnc1C1CCCCC1	-3	1%	-10%	4.5µM*	-3%	1%	-4%	11%	3%
Cc1cccc(C)c1OCC1CNC(=O)O1 (stereo not given)	2	11%	9%	-11%	7%	-2%	-3%	24%	2%
Cc1nn(C)cc1S(=O)(=O)N1CCCC(C(=O)O)C1 (stereo not given)	6	9%	26%	-5%	5%	-13%	-8%	1%	3%
CC1Cc2ccccc2N1C(=O)CN1CCN(S(=O)(=O)c2cccs2)CC1 (stereo not given)	-14	-2%	-10%	/	i	-5%	-10%	/	/
CCn1c(CN2CCN(c3cccc(Cl)c3)CC2)nc2c1c(=O)[nH]c(=O)n2C	/	/	-4%	6%	-5%	0%	-1%	34%	-2%
O=C(CSc1ccc2nnc(CCNS(=O)(=O)c3ccccc3)n2n1)Nc1nc2ccccc2s1	20	-4%	-18%	-22%	i	-4%	-18%	19%	-1%
COc1ccc(OCC(=O)Nc2ccc(N3CCN(Cc4ccccc4F)CC3)cc2)cc1	2	21%	-6%	-4%	4%	-11%	-5%	-8%	-3%

An excerpt, so the mix of outcomes need not match the whole.
